Compound activity from PubChem BioAssay.
NOD2 inhibition – inhibition of NOD2-driven NF-kB reporter – cell-based, luminescence, uHTS, HEK293 (AID 1566); HEK293 NOD2/NF-kB luciferase reporter, luminescence; higher % means a stronger effect; inhibition, % at 4 µM; hits with a dose series show EC50 in µM; actives 0.63% (n = 290,000); also: many of its hits are not listed in these tables
Yfh1-off respiration – enhancers of respiration in Yfh1-depleted yeast, dose response, Friedreich's ataxia, plus single-dose screen (AID 1465). fold induction at 50 µM; hits with a dose series show EC50 in µM. actives 0.074% (n = 220,000). S. cerevisiae Yfh1-off respiration, WST-1 reduction, 72 h; higher fold induction means a stronger effect;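 active = fold induction of absorbance versus untreated yeast above a set limit, then at least 30% activation at any dose in follow-up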;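 also: activators that raise dye reduction in frataxin-depleted yeast; strong numbers were not always called active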
CSM14.1 death rescue – protection against thapsigargin-triggered cell killing – 384-well, CSM14.1, ATP luminescence, primary screen (AID 1222); CSM14.1 thapsigargin-induced death rescue, ATP luminescence; higher % means a stronger effect; one-dose cellular ATP content (survival), % at 20 µM; EC50 in µM for titrated hits; 190,000 tested, under 10 active;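 active = EC50 below 50 µM in the dose-response confirmation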;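 also: death triggered by thapsigargin at about 15 µM added after 2 h compound pretreatment; cell ATP read after overnight thapsigargin exposure of roughly 18 to 22 hours; normalized against plate controls of thapsigargin alone and 5% DMSO vehicle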
KOR beta-arrestin-1 – KOR antagonists, beta-arrestin recruitment, cell-based, luminescence, uHTS (AID 1778); actives 0.091% (n = 290,000); inhibition, % at 10 µM, or IC50 in µM where a hit was titrated; KOR beta-arrestin recruitment, luminescence, antagonist mode; higher % means a stronger effect; also: strong numbers were not always called active
GPR55 activation – GPR55 agonists via beta-arrestin recruitment, primary screen, imaging, U2OS cells, beta-arrestin-GFP redistribution (AID 1961); U2OS GPR55 beta-arrestin-GFP redistribution imaging; higher % means a stronger effect; one-dose activation, % at 10 µM; EC50 in µM for titrated hits; actives 0.048% (n = 290,000);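 active = activation above 40% with more than 50 cells counted in the well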;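 also: U2OS osteosarcoma cells stably expressing GPR55 and beta-arrestin-GFP; plate controls were DMSO negative control for no effect and LPI positive control for full effect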
KOR beta-arrestin-2 – KOR agonists, beta-arrestin recruitment, primary screen, cell-based, luminescence, uHTS (AID 1777) | activation, % at 10 µM; hits with a dose series show EC50 in µM | actives 0.02% (n = 280,000) | KOR beta-arrestin recruitment, luminescence; higher % means a stronger effect; in the data active = activation above about 50%, passing the limit was not always enough; also: a part of the inactive calls stands beside numbers as strong as those of hits
NOD1 NF-kB reporter – inhibition of NOD1-driven NF-kB reporter – cell-based, luminescence, uHTS, primary screen (AID 1578) | NOD1-driven NF-kB luciferase reporter cells, luminescence; higher % means a stronger effect | one-dose inhibition, % at 4 µM; EC50 in µM for titrated hits | actives 1% (n = 290,000); in the data active = inhibition mostly above about 36%, no sharp cut-off; inactive = mostly below about 34%;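 also: HEK-293T reporter cells stimulated with the NOD1 agonist gamma-tri-DAP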
NTR1 ag – agonists of NTR1, primary screen, imaging, U2OS cells, beta-arrestin-GFP, high content (AID 493036). activation, % at 20 µM. actives 0.17% (n = 330,000). NTR1-U2OS beta-arrestin-GFP spot imaging, agonist mode. P30989;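 active = activation at or above 40% of the spot to cytoplasm intensity ratio, with at least 20 cells analyzed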;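 also: 0% = DMSO without peptide and 100% = 100 nM NTR1 peptide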
Target sequence (P30989 whole entry, looked up): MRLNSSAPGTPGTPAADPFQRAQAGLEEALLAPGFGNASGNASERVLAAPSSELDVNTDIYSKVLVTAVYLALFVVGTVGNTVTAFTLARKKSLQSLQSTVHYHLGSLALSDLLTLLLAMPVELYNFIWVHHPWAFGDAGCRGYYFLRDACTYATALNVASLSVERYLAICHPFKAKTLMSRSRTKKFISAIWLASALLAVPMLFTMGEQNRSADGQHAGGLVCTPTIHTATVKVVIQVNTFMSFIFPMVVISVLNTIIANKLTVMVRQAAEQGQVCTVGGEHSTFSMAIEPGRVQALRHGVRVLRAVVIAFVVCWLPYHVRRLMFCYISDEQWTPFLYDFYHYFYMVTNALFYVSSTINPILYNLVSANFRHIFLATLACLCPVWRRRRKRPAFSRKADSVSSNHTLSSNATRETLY
TNAP activation fold – human TNAP enzyme activators, primary screen, biochemical, luminescent, no phosphate acceptor, uHTS (AID 1001). purified TNAP, luminescent activation assay, no phosphate acceptor; higher activation fold means a stronger effect. activation fold at 20 µM, or EC50 in µM where a hit was titrated. actives 0.03% (n = 200,000); in the data active = activation fold from about 3, or a potency from the dose series; inactive = the rest, 99 in 100 with activation fold below about 1.6; also: many of its hits are not listed in these tables
NTR1 ag cell count 20 µM – second read-out of NTR1 ag, no call of its own (marks repeat the call); cell count; measured here: cell count, cytotoxicity flag
Numbers without * were called inactive; i = inactive; x = no result given; [ ] = remark or other dose. Rule as the data show it, unless noted: active = inhibition above about 50%; inactive = the rest. Not all compounds are listed, so the mix of outcomes need not match the whole.

SMILES | NOD2 inhibition | Yfh1-off respiration | CSM14.1 death rescue | KOR beta-arrestin-1 | GPR55 activation | KOR beta-arrestin-2 | NOD1 NF-kB reporter | NTR1 ag | NTR1 ag cell count 20 µM | TNAP activation fold
O=C(NC(=S)Nc1cc(-c2nc3ccccc3[nH]2)ccc1Cl)c1ccc2c(c1)OCO2 | -42.9% | i | -1.0% | -10.2% | 0.4% | 0.8% | 12.3% | 9.4 | 52 | 1
C/C(CC(C)C)=N\NC(=O)Nc1ccccc1 | -18.9% | i | -3.1% | -29.7% | -0.3% | -1.4% | -12.1% | 1.6 | 66 | 1.1
COc1ccc(/C=N/n2cnnc2SCc2ccccc2)cc1 | -5.1% | i | 2.0% | -2.3% | -0.2% | -2.3% | -13.5% | 0.3 | 58 | 1.1
CCOC(=O)CN(C(=O)CSc1nnc(-c2ccncc2)n1CCCOC)c1ccccc1 | 23.2% | i | -0.8% | 3.4% | -0.3% | -4.4% | -3.5% | 0.1 | 79 | 1.1
Cc1onc(-c2ccccc2Cl)c1C(=O)N1CCN(c2cccc(Cl)c2)CC1 | -15.5% | i | -0.8% | -11.1% | 0.3% | -10.7% | 11.9% | -0.9 | 50 | 1.1
O=C(CCCCl)NC(=S)Nc1ccc(CN2CCOCC2)cc1 | 2.7% | i | x | 8.9% | -0.1% | -3.2% | -0.9% | 0.3 | 55 | x
N#Cc1ccsc1NC(=O)COC(=O)c1ccc2ccccc2c1 | 19.5% | i | -2.3% | 29.7% | -0.3% | 0.0% | 4.6% | 4.1 | 54 | 1.1
O=C1Nc2cc(Cl)c(Cl)cc2N(O)N1c1ccccc1Cl | 6.5% | i | 0.6% | -2.6% | 0.1% | 0.8% | -13.4% | 1.1 | 47 | 1.1
COC(=O)c1ccccc1NC(=O)/C=C/c1ccco1 | -25.1% | i | -2.1% | 18.7% | 0.2% | 8.9% | -33.7% | 0.3 | 60 | 1.7
CS(=O)(=O)Nc1ccc(C(=O)NCc2ccco2)cc1 | -1.4% | i | x | -24.7% | -0.1% | 3.7% | -36.8% | -0.5 | 52 | 1.1
CCOC(=O)C1(Cc2cccc(OC)c2)CCCN(Cc2c(C)nn(C(C)C)c2C)C1 (configuration not stated) | 21.9% | i | x | 21.2% | 0.5% | 4.8% | -2.4% | -0.1 | 66 | x
CCCCC(=O)Nc1cccc(C(=O)N/N=C/c2ccc(OC)cc2OC)c1 | 8.2% | i | -0.5% | 26.0% | 0.4% | 2.2% | -10.4% | -0.9 | 43 | 1
O=C(Cc1cccs1)NCCn1ccc2ccccc21 | 10.9% | i | -1.6% | -1.4% | -0.1% | -5.0% | -2.7% | 0.3 | 78 | 1.1
Cc1ccc(C(=O)NCCNC(=O)c2ccccn2)cc1 | -14.7% | x | x | -30.6% | 0.0% | 6.3% | -3.6% | -0.9 | 57 | x
COc1cc2c(=O)n(CCC(=O)NCC3CCCO3)c(=O)n(CC(=O)Nc3ccc(F)cc3)c2cc1OC (configuration not stated) | 12.8% | x | x | -53.5% | 0.3% | -5.0% | -21.0% | -1.3 | 51 | x
COc1ccc(CCn2c(-c3ccco3)nc3nc4ccccc4nc32)cc1OC | -11.4% | x | -1.8% | -36.6% | -0.2% | -1.9% | -18.0% | x | x | 1.1
O=c1ccccn1Cc1c(F)cccc1Cl | -7.8% | i | 1.2% | -19.4% | -0.2% | -0.1% | -16.9% | -1.4 | 49 | 1.1
O=c1oc(-c2cccs2)nc2sc3c(c12)CCCC3 | 24.2% | i | -1.2% | -62.0% | -0.1% | -0.5% | 32.9% | 2.9 | 68 | 1
CC(C)Nc1ncnc2c1cnn2-c1ccccc1 | -79.9% | i | -4.5% | 13.0% | -0.1% | -1.9% | 27.6% | -2.0 | 52 | 1.1
Cc1cc(C)cc(NC(=O)c2ccc3c(c2)CCN3S(C)(=O)=O)c1 | 6.4% | x | x | -4.2% | -0.3% | -9.6% | -9.0% | 1.5 | 74 | x
Cc1ccc(NC(=S)NC(NC(=O)c2ccco2)C(Cl)(Cl)Cl)cc1 (configuration not stated) | -20.2% | i | -2.1% | -52.9% | 0.3% | 14.4% | 20.0% | -5.3 | 90 | 1
Cc1cc2cc(CNC(=O)c3cccc([N+](=O)[O-])c3)ccc2[nH]1 | 11.0% | i | -2.8% | 11.7% | -0.2% | -2.5% | -21.6% | 0.8 | 83 | 1
COc1ccccc1C1NC(=O)NC(C)=C1C(=O)Nc1cccc(C)c1C (configuration not stated) | 3.5% | i | 1.3% | -25.2% | -0.1% | 7.6% | -4.8% | -1.0 | 96 | 1.1
COc1ccc(C[C@H]2CN3C(=NC[C@@H]3Cc3ccccc3)N2C[C@H](C)NC(=O)CCC2CCCCC2)cc1 | 12.2% | i | x | -6.1% | 0.0% | 2.8% | 1.4% | 8.4 | 57 | x
O=C(c1ccc(F)cc1)C1CCN(C(=S)Nc2ccccc2Cl)CC1 | -5.5% | i | -1.3% | -16.0% | -0.2% | -4.1% | -36.4% | -1.0 | 46 | 1.1
Cc1cc(NC(=O)C(C)Oc2ccc(Cl)cc2Cl)no1 (configuration not stated) | -9.6% | x | x | -47.5% | -0.1% | 1.9% | 1.0% | 0.4 | 46 | x
OC1CCN(c2c3c(nc4cc(-c5cccc(F)c5)nn24)CCCC3)CC1 | -4.5% | i | 1.6% | -23.5% | -0.1% | -1.4% | -2.9% | 7.2 | 47 | 1.1
CC(C)(C)c1ccc(OCC(=O)NCc2ccco2)c(Br)c1 | -4.4% | i | -0.7% | 35.0% | 0.3% | -3.9% | -25.2% | 9.3 | 78 | 1.1
CCCn1nnc(NC(=O)COc2cc(C)ccc2C(C)C)n1 | -6.0% | i | -1.2% | 12.7% | -0.2% | -3.2% | -20.8% | 0.9 | 28 | 1.1
COc1ccc(S(=O)(=O)Nc2ccccc2C(=O)NCc2cccnc2)cc1OC | 21.7% | x | x | -0.4% | 0.5% | -1.7% | -22.8% | -0.2 | 48 | x
O=C(NCCc1ccc(Cl)cc1)c1cc2ccccn2n1 | 2.0% | i | x | 12.3% | 0.1% | 11.7% | -6.0% | 5.4 | 59 | x
COC(=O)C(Cc1ccc(O)cc1)N1Cc2ccccc2C1=O (configuration not stated) | -33.1% | x | x | 3.6% | -0.1% | -2.5% | -14.2% | 0.8 | 100 | x
Brc1ccccc1-c1nnc(-c2cccnc2)o1 | -50.0% | i | -3.5% | 39.6% | -0.1% | -2.3% | -26.4% | -1.2 | 75 | 1.1
COc1cc2c(cc1OC)C(c1cc3cc4c(cc3[nH]c1=O)OCO4)N(C(=O)C1CC1)CC2 (configuration not stated) | -9.4% | i | 0.2% | 14.5% | -0.1% | -5.0% | -23.5% | 0.6 | 47 | 1.1
Cc1cc(Cl)ccc1Oc1nc(-c2ccccc2)ncc1S(C)(=O)=O | -50.3% | i | -3.3% | -3.3% | -0.2% | -1.4% | -26.1% | 7.9 | 31 | 0.9
C=CCO/N=C(\C)c1c(O)c(C)c(-c2ccccc2)n(-c2ccccc2)c1=O | -12.7% | i | -1.9% | 3.0% | -0.4% | 8.8% | -20.5% | -1.9 | 54 | 1.1
O=C(O)c1ccccc1S(=O)(=O)CC(=O)N1CCCCC1 | 7.0% | x | x | 11.7% | 0.3% | -3.3% | -8.9% | 0.3 | 62 | x
Cc1cc(=O)[nH]c(N/N=C/c2sccc2C)n1 | 8.7% | i | -2.2% | -3.9% | 0.3% | 18.3% | 30.5% | 6.6 | 40 | 0.9
Cc1nc2nc(C)c(CCC(=O)N3CCc4ccccc43)c(C)n2n1 | 19.0% | i | 3.4% | -12.3% | 0.3% | 2.6% | 13.0% | -0.7 | 50 | 1.1
CCn1c(=O)cc(N2CCOCC2)[nH]c1=O | 0.5% | i | 0.5% | 6.1% | 0.2% | -6.5% | -32.6% | x | x | 1.1
CCN(CC)CCN(C(=O)c1ccc(CN2CCCCC2)o1)C(C(=O)NC1CCCCC1)c1ccc(F)cc1 (configuration not stated) | 11.6% | i | -1.5% | -54.3%[20 µM] | -0.1% | x | -9.5% | 0.5 | 52 | 1.3
Cn1nc(N)c2c(-c3ccccc3)c(C#N)c(N)nc21 | 14.7% | i | 8.5% | -9.9% | -0.4% | 5.7% | -2.6% | -4.1 | 64 | 1.1
Cc1ccc(C)c(Nc2c(F)c(F)c(F)c(F)c2C(=O)O)c1 | 12.2% | i | -1.0% | -10.9% | -0.6% | -4.5% | -13.8% | 2.2 | 31 | 1.3
CCCN(CCC)CC(O)CN(c1cc([N+](=O)[O-])ccc1OC)S(=O)(=O)c1ccccc1 (configuration not stated) | 16.7% | x | -1.5% | -30.1% | -0.1% | 3.4% | x | -1.5 | 61 | 1.1
O=C1CCC(C(=O)N2CCCCCC2)CN1Cc1cccc(C(F)(F)F)c1 (configuration not stated) | -0.4% | x | x | -26.3% | -0.3% | 2.9% | -16.3% | -0.1 | 59 | x
COc1ccc(OCC(=O)NCCC2=CCCCC2)c([N+](=O)[O-])c1 | 6.7% | i | 2.7% | 10.5% | -0.4% | -1.0% | -35.6% | 2.0 | 83 | 1
COc1cc(NC(=O)c2ccccc2-c2ccccc2)cc(OC)c1OC | -6.3% | i | -1.7% | -23.1%[20 µM] | 0.2% | -2.0% | -26.9% | -0.4 | 39 | 1.1
Cc1nn(-c2ccccc2)c(C)c1/C=N/NC(=O)c1cc(-c2ccccc2)n[nH]1 | -17.8% | i | -1.7% | -207.3% | 2.3% | 1.2% | -3.9% | 6.5 | 60 | 0
N#Cc1c(/N=C/c2cccs2)sc2c1CCC2 | -101.8% | i | -5.4% | 11.6% | -0.1% | -0.3% | -127.1% | 3.2 | 78 | 0.9
CC(C)(C)OC(=O)N1CCC(C(=O)N[C@H](Cc2ccccc2)C(=O)O)CC1 | -21.5% | i | -0.1% | 8.2% | -0.5% | 1.7% | -24.9% | 0.5 | 40 | 1.1

(listing goes on)
SMILES | NOD2 inhibition | Yfh1-off respiration | CSM14.1 death rescue | KOR beta-arrestin-1 | GPR55 activation | KOR beta-arrestin-2 | NOD1 NF-kB reporter | NTR1 ag | NTR1 ag cell count 20 µM | TNAP activation fold
CC(=O)OC1C(OC(C)=O)N(C(C)=O)C(=O)N1C(C)=O (configuration not stated) | -0.8% | i | 2.3% | -6.8% | -0.2% | 3.4% | -1.0% | 4.5 | 38 | 1.1
CCOc1ccc(NC(=O)CC(Cc2ccc(Cl)cc2)C(=O)O)cc1 (configuration not stated) | 4.9% | x | x | -8.3% | 0.0% | -3.2% | -6.5% | -0.5 | 94 | x
CCN1CCN(c2cc(C)c3cc(NC(=S)N4CCN(c5ccccc5F)CC4)ccc3n2)CC1 | 17.1% | i | -0.3% | -4.0% | -0.3% | 1.6% | 5.7% | 0.7 | 57 | 1.2
CC(=O)NC(C)c1nc2ccccc2n1Cc1ccccc1F (configuration not stated) | -5.9% | i | -5.8% | -17.3% | -0.1% | -0.6% | -37.5% | -0.1 | 88 | 1.1
